High-throughput results: PubChem, several laboratories
dFosB activator = activators of delta FosB homodimer, primary screen, biochemical, fluorescence polarization, TAMRA-CDK5 oligo, single point; Protein FosB (Mus musculus), P13346; purified delta FosB; percent of positive-control signal above neutral wells; activation, % at 25 µM; 340,000 compounds, 0.99% hits; AID 493131, 2011;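 active = mean activation above about 17%, with every replicate also reaching it, limit read from the data, passing the limit was not always enough; inconclusive = only one of the two conditions met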;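 also: fluorescence polarization rise as delta FosB binds a TAMRA Cdk5 AP-1 oligo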
Target sequence (P13346 whole entry, looked up): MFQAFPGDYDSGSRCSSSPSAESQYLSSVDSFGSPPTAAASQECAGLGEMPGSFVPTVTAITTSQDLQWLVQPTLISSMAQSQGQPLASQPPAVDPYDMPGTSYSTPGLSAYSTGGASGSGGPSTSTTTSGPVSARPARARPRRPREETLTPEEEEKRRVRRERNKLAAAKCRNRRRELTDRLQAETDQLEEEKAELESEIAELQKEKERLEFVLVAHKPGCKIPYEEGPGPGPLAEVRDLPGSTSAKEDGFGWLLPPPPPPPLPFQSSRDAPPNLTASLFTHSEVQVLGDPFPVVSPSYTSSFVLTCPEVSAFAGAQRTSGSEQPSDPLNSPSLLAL
Wnt act = Wnt/beta-catenin pathway activators, primary screen, cell-based, plate reader, single point; Wnt/beta-catenin reporter cell assay, activator; activation, % at 9.35 µM; 300,000 compounds, 1.2% hits; AID 743398, 2014; in the data active = activation above about 30%, passing the limit was not always enough; inconclusive = no clear call, values can overlap the other calls;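 also: 0% = neutral control wells and 100% = positive control wells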
HTR5A ag ctr = HTR5A agonists in luminescence cell assay, primary screen, counter-screen for OPRM1-OPRD1 heterodimer agonist project, full-deck HTS; 5-hydroxytryptamine receptor 5A (Homo sapiens), P47898; cell-based; activation, % at 9.3 µM; 340,000 compounds, 0.61% hits; in the data active = activation mostly above about 9.5%, no sharp cut-off; inactive = mostly below about 7.6%;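 also: 0% = cells with vehicle only and 100% = reference agonist; strong numbers were not always called active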
PvdQ inh = P. aeruginosa PvdQ acylase inhibitors, primary screen, biochemical, fluorescence, plate reader and imaging, single point. inhibition, % at 10 µM. purified PvdQ acylase. 340,000 compounds, 0.063% hits; in the data active = inhibition above about 30%, passing the limit was not always enough; inconclusive = no clear call, values can overlap the other calls;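 also: 0% = vehicle neutral wells and 100% = reference inhibitor wells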
MITF TRPM1 HTS = activators of MITF-driven TRPM1 promoter reporter, primary screen, cell-based, SK-MEL-5, luciferase, single point; SK-MEL-5 TRPM1-promoter luciferase, 24 h; % of positive control, neutral wells = 0; activation, % at 12.5 µM; AID 588334, 2011; 300,000 compounds, 0.75% hits;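 active = mean activation of at least 80% with every replicate also reaching 80%; inconclusive = mean reaches 80% but some replicate falls short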;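 also: 0% = neutral control wells and 100% = parthenolide positive control wells; values of inactives mirror those of a sister screen read the other way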
CDK5 inh = inhibitors of human CDK5/p35 kinase, primary screen, biochemical, single concentration. Recombinant CDK5/p35, ADP-Glo luminescence, 60 min. 330,000 compounds, 0.01% hits. inhibition, % at 10 µM. Cyclin-dependent kinase 5 (Homo sapiens) + Cyclin-dependent kinase 5 activator 1 (Homo …;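 active = highest replicate inhibition of at least 50% and at least 75% of replicates reaching 50%; inconclusive = only one of the two criteria met; inactive = both criteria failed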;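 also: plate controls were DMSO neutral control for no effect and GW8510 at 10 µM for full effect; many of its hits are not listed in these tables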
SR-BI HDL uptake = inhibitors of SR-BI mediated HDL lipid uptake, primary screen, ldlA[mSR-BI] cells, fluorescence, single point; ldlA[mSR-BI] CHO cells, DiI-HDL uptake fluorescence, 3 h; 320,000 compounds, 0.96% hits; Scavenger receptor class B member 1 (Mus musculus), Q61009; inhibition, % at 12.5 µM; AID 488896, 2010;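 active = mean replicate inhibition of at least 70% and a set share of replicates each scoring 70 or more; inconclusive = meets just one of the two criteria; inactive = fails both criteria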;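 also: 0% = median of neutral control wells and 100% = median of positive control wells; values of inactives mirror those of a sister screen read the other way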
Target sequence (Q61009 whole entry, looked up): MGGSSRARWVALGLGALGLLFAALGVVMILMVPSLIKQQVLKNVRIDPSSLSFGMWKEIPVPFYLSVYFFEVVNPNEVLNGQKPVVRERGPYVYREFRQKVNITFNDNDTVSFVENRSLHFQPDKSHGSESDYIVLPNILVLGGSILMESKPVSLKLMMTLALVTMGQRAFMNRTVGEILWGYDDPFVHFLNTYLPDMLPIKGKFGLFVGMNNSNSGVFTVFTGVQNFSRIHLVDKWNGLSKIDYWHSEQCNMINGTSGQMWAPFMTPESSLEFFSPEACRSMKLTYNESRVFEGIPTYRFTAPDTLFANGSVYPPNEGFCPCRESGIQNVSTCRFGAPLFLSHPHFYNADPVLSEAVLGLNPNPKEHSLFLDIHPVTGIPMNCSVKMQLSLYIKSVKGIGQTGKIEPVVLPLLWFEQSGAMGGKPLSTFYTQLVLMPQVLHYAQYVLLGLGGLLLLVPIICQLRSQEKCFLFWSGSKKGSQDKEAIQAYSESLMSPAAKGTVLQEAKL
V-ATPase pHluor = regulators of yeast V-ATPase proton pumping, primary screen, pHLuorin cytosolic pH fluorescence; S. cerevisiae; response, % at 10 µM; 350,000 compounds, 0.37% hits; in the data active = response mostly above about 7.3%, no sharp cut-off; inactive = mostly below about 5.4%; also: actives read high; inactives centre near 0; some compounds called inactive have numbers as strong as hits; reference of the scale not given here
NSD2 inh = NSD2 histone methyltransferase inhibitors, primary screen, biochemical, AlphaScreen, single concentration, set 2 | Histone-lysine N-methyltransferase NSD2 (Homo sapiens), O96028 | inhibition, % at 12.5 µM | 310,000 compounds, 0.54% hits | NSD2 peptide methylation, 120 min; in the data active = inhibition above about 50%
HTR5A inv ag = HTR5A inverse agonists in luminescence cell assay, primary screen, counter-screen for OPRM1-OPRD1 heterodimer inverse agonist project, full-deck HTS | 5-hydroxytryptamine receptor 5A (Homo sapiens), P47898 | HTR5A cell line, inverse agonism | inhibition, % at 9.3 µM | 340,000 compounds, 0.083% hits | AID 504634, 2011; in the data active = inhibition mostly above about 23%, no sharp cut-off; inactive = mostly below about 18%;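 also: 0% = cells with DMSO and 100% = no-cell wells with DMSO; some compounds called inactive have numbers as strong as hits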
An asterisk follows results filed as active; ? = inconclusive; nt = not tested or not shown. Rows were taken by chance; about 5% have a hit in one of these screens.

SMILES	dFosB activator	Wnt act	HTR5A ag ctr	PvdQ inh	MITF TRPM1 HTS	CDK5 inh	SR-BI HDL uptake	V-ATPase pHluor	NSD2 inh	HTR5A inv ag
Cc1cc(Cn2nc(-c3ccccc3)cc2C(=O)NCc2cccc(C(F)(F)F)c2)on1	0	-3	7	7	23	0.4	4	-1	nt	-11
Cc1ccc2oc(C(=O)N3CCN(C)C[C@@H]3C(C)C)c(C)c2c1	-7	9	-2	-15	14	0.4	1	1	20	6
COc1ccc(Oc2coc3cc(OC(=O)/C=C/c4ccccc4)ccc3c2=O)cc1	-5	1	0	-3	8	-0.5	-2	-3	-5	-5
COc1ccc(NC(=O)c2ccc(NC3=NC4CS(=O)(=O)CC4S3)cc2)cc1 (centres undefined)	-2	-2	5	-6	nt	-1.1	-1	-3	nt	18
Cc1ccc(C(=O)O/N=C(\N)c2ccc(Br)cc2)cc1	0	nt	-2	4	89*	0.6	-8	5	-5	5
O=C(CN1CCN(c2ccccn2)CC1)Nc1cccc(S(=O)(=O)N2CCCC2)c1	-7	-1	2	12	-8	-1.8	4	4	1	-5
COc1ccc(C)cc1NC(=O)C1CCN(S(=O)(=O)c2ccc3c(c2)NC(=O)CO3)CC1	-8	0	-4	3	-13	1.4	42	0	-3	16
CC(=O)Nc1nc(SCc2ccc(Cl)cc2Cl)n[nH]1	-2	nt	3	-14	1	1.7	-9	-2	-1	-8
CCC1(C)CC(c2nc(-c3ccc(OC)cc3)cs2)CCS1 (centres undefined)	3	nt	1	-9	-2	0.6	4	1	-6	-2
O=C(N/N=C/c1ccccc1C(=O)O)c1cccc(S(=O)(=O)N2CCCCC2)c1	-5	2	-1	-9	5	-3.5	-11	-1	3	5
CCC(C)C(N=C1NS(=O)(=O)c2ccccc21)C(=O)N1CCC(C)CC1 (centres undefined)	-8	-4	-5	-13	6	4.4	-2	-1	1	13
COc1cc(OC)nc(/N=C/N(C)C)n1	0	-2	1	5	3	0.9	-13	-4	-6	-2
O=C(COC(=O)C1(c2ccc(Cl)cc2)CCCC1)N1CCc2ccccc21	-10	1	2	-10	-1	-0.4	30	-1	-1	1
CCN(CCCNC(=O)CCCOc1cc(=O)n(C)c2ccccc12)Cc1ccccc1	-8	-1	0	-14	-5	0.0	15	-2	14	-6
Cc1cc(=O)[nH]c(SCC(=O)Nc2nonc2C)n1	0	0	3	-9	-16	0.4	nt	-3	7	-6
O=C(/C=C/c1ccc(Cl)cc1)NC(=S)Nc1ccc(C(=O)O)cc1	4	-2	-4	-11	13	-0.2	-8	5	32	15
CC(=O)c1cc2c(C)c(C(=O)c3ccccc3)oc2cc1O	-21	nt	12	5	78	0.2	10	3	-1	8
O=C(NCN1C(=O)C2C3C=CC(C3)C2C1=O)Nc1nncs1 (centres undefined)	-1	nt	-12	-18	1	1.3	-22	0	-1	30
Cc1cccc(/C=N/NC(=O)Cn2nc(C)cc2C)n1	-34	-2	-1	2	4	1.6	0	0	0	15
COc1ccc(NC(=O)CN(C)CC(=O)Nc2ccc(Cl)cc2F)cc1	9	0	3	-2	2	1.0	-28	-5	-2	-8
COc1cccc(C2c3c(oc4ccccc4c3=O)C(=O)N2CCCN(C)C)c1OC (centres undefined)	-6	nt	8	-7	-16	-0.6	5	5	60*	-23
COc1ccc(OC)c(S(=O)(=O)Nc2c(NC3CCCCC3)c3ccccc3oc2=O)c1	-15	nt	-6	-1	-5	0.1	16	9.2*	-1	7
COc1ccccc1C(=O)Nc1ccc2c(c1)n(C)c(=O)n2C	4	-1	0	-1	-4	-0.5	13	1	-1	23
CCOc1ccc(CN2CCNC(=O)C2CC(=O)NCC2CCOCC2)cc1 (centres undefined)	-9	8	-1	-8	1	-0.6	-15	5	0	13
COc1ccc(/C=C/C(=O)Nc2ccc3c(c2)OCCO3)cc1OC	-6	nt	1	-13	-5	3.0	44	4	0	-20
O=C(C1CC1)N1CCc2cc(Br)cc(S(=O)(=O)N3CCCCCC3)c21	-10	41*	-1	-10	nt	2.0	28	-1	nt	1
CCN1C(=O)N[C@@H](CCc2ccccc2)C(C(C)=O)=C1C	-1	-3	5	-6	-3	-0.2	-24	3	nt	-12
Cc1cc(-n2c(C)cc(C(=O)CSc3nnnn3-c3ccc(Cl)cc3)c2C)no1	?	nt	3	-17	-13	0.2	18	1	nt	9
COc1ccccc1NC(=S)NC(NC(=O)c1ccco1)C(Cl)(Cl)Cl (centres undefined)	-5	0	1	0	-5	0.8	3	-4	0	16
Nc1ncc2c(n1)CCN(c1ccc([N+](=O)[O-])cc1)C2	-7	2	3	1	2	-1.4	3	-1	0	-11
COc1ccc(CC(=O)NNC2=Nc3cccc4cccc2c34)cc1OC	1	4	2	-17	-2	-0.5	4	-8	-3	-18
O=C(CCc1nnc(-c2ccc3c(c2)OCO3)o1)NCCc1ccccc1F	-8	-2	3	-8	0	nt	-11	-5	1	-24
O=C(OCC1OC(n2cnc3c(N(C(=O)c4ccccc4)C(=O)c4ccccc4)ncnc32)C(O)C1F)c1ccccc1 (centres undefined)	-10	-3	-3	-16	18	-0.8	11	3	-5	28
COc1ccc(/C=C2\Sc3ccc(C(=O)NCCN4CCCCCC4)cc3N(C)C2=O)cc1	27*	-2	-2	-7	-62	0.9	42	-1	0	10
Cc1cc(-c2ccccc2)n2ncc(C#N)c2n1	-5	-5	6	4	nt	-0.4	-14	5	nt	-16
CC1CCC(NC(=O)CCCCn2c(=O)[nH]c3ccsc3c2=O)CC1 (centres undefined)	-21	7	-3	12	-7	0.6	-4	-2	-2	-1
CN(Cc1c(C(=O)N/N=C/c2c(F)cccc2Cl)nnn1-c1nonc1N)c1ccccc1	-5	0	0	3	-3	-1.8	5	1	-1	-1
Cc1nc(SCC(=O)Nc2c(C)n(C)n(-c3ccccc3)c2=O)c(C#N)c(C)c1C	-11	-1	0	-10	-12	1.3	21	3	-2	0
CCOc1ccc(NC(=O)COC(=O)Cn2cnnn2)cc1OCC	-3	1	-2	0	-4	-0.1	12	2	-3	-31
CC(C)Cn1c(SC(C)C(=O)NC2CC2)nnc1-c1ccccc1F (centres undefined)	-4	-3	5	4	2	-0.8	13	2	-2	-11
Cc1cc(C(=O)OCC(=O)Nc2ccccc2C)c(C)o1	-9	6	3	-8	10	-0.8	0	1	-3	-6
CCN1C(=O)[C@@H]2[C@@H](c3ccc(SC4CCCCC4)c(OC)c3)N3CCC[C@@]3(C(=O)OC)[C@@H]2C1=O	11	23	3	2	0	-0.5	-3	-1	nt	9
COc1ccc(S(=O)(=O)NNC(=O)c2sccc2-n2cccc2)cc1	-6	0	-4	-11	-4	-0.5	-3	9	3	-44
O=C(COc1ccccc1[N+](=O)[O-])NC1CC1	-1	-1	8	0	-15	0.5	9	-2	-2	15
CCCCn1c(N)c(N(CCOC)C(=O)C2CC(=O)N(Cc3ccc(C)cc3)C2)c(=O)[nH]c1=O (centres undefined)	-2	0	-5	-11	2	-0.5	-28	3	0	-31

Single values from the list:
V-ATPase pHluor with `O=C(OCC1OC(n2cnc3c(N(C(=O)c4ccccc4)C(=O)c4ccccc4)ncnc32)C(O)C1F)c1ccccc1` (centres undefined) reads 3
SR-BI HDL uptake with `Cc1cc(-c2ccccc2)n2ncc(C#N)c2n1` reads -14

(list continues)
SMILES	dFosB activator	Wnt act	HTR5A ag ctr	PvdQ inh	MITF TRPM1 HTS	CDK5 inh	SR-BI HDL uptake	V-ATPase pHluor	NSD2 inh	HTR5A inv ag
COc1cc(C(=O)N2CCN(C3CCCCC3)CC2)cc(OC)c1OC	-5	-1	-1	-18	2	1.8	-21	3	2	5
COc1ccc(NC(=O)CN(C2CCCCC2)S(C)(=O)=O)cc1Cl	-4	nt	1	-17	8	0.9	-17	-2	-2	-5
CC(=O)NCc1ccc(S(=O)(=O)N/N=C/c2ccc(Br)cc2)cc1	-6	1	6	-9	4	3.1	-7	4	0	-64
O=c1c2[nH]c3cccc(Cl)c3c2ncn1Cc1ccncc1	4	nt	0	-9	6	-0.4	-16	1	0	-7
O=C(CCCNS(=O)(=O)c1cccc2nsnc12)NCc1ccc(Cl)cc1	0	nt	3	7	-13	0.4	1	-2	0	10
C=CCCN(Cc1ccccc1)S(=O)(=O)c1cc(Br)ccc1Br	4	-5	8	-15	-10	-1.5	43	0	nt	-22
O=C1Nc2cc(C(=O)N3CCOCC3)ccc2SC1N1CCOCC1 (centres undefined)	-6	-5	5	-14	14	nt	6	-4	-2	26
CCCCNc1nc(N)nc(-c2cc(Cl)ccc2O)n1	3	-5	0	-8	20	0.5	33	-5	-3	-16
COc1ccc(-c2ccc(SCC(=O)N3CC(=O)Nc4ccccc43)nn2)cc1	-17	7	7	-12	34	-1.5	nt	6	2	-21
O=C(O)CCCC(=O)N1CCN(c2nc(-c3ccccc3)c3ccccc3n2)CC1	1	-4	8	-9	-3	-0.2	13	-3	nt	-22
Cc1cc(C)n(C(C)CC(=O)Nc2ccc3c(c2)OCO3)n1 (centres undefined)	4	2	2	-3	2	0.8	-11	5	0	-1
COc1ccc(-c2sc3cc4c(cc3c2C#CCO)OCO4)cc1	-5	12	7	-10	14	-2.2	63	-4	nt	-9
COC(=O)c1ccccc1NC(=O)Nc1ccc(Br)cn1	-7	3	4	7	4	0.1	-16	1	-3	-9
O=C(NC1CCCCCC1)C1CCCN(S(=O)(=O)c2cccs2)C1 (centres undefined)	-9	nt	-1	-6	-1	1.3	29	1	1	-6
O=S(=O)(Nc1nc2cc3c(cc2nc1Cl)OCCO3)c1ccccc1	-5	-1	0	-15	-2	-1.7	-20	1	1	0
CC(C)CN(CC(C)C)C(=O)COc1ccccc1C(N)=O	-2	0	2	3	3	2.4	2	4	2	3
CCCCOc1ccc(N(CC(=O)NCCOC)C(=O)CCC(=O)Nc2ccccn2)cc1	0	-1	-3	-1	-15	-1.6	4	-4	-2	10
CC(=O)c1cccc(OCC(=O)OCC(=O)Nc2cc(S(=O)(=O)N3CCCCC3)ccc2C)c1	-2	-3	1	6	1	-0.2	-2	-2	0	-5
O=C1c2ccccc2C(Nc2ccc3c(c2)OCCO3)N1Cc1ccccc1 (centres undefined)	-9	nt	-2	-6	-4	0.0	30	1	nt	5
CCCn1cnc2cc(NCc3ccccn3)ccc21	-4	14	8	0	nt	-1.0	-4	-5	nt	-24
Cc1cccc(C(=O)Nc2cccc(C(=O)N/N=C/c3ccc4c(c3)OCO4)c2)c1	?	15	-3	5	55	4.1	55	1	-5	6
